inhibitors of VEEV = inhibitors of VEEV TC-83 cytopathic effect, confirmation, Vero cells (AID 588727) | Vero cells, VEEV TC-83 cytopathic effect inhibition; higher % means a stronger effect | inhibition, % at 20 µM, or IC50 in µM where a hit was titrated | 350,000 compounds, 0.13% hits; in the data active = a potency from the dose series; inconclusive = inhibition mostly from about 14% at the one dose, without a potency; inactive = the rest, 99 in 100 with inhibition below about 12%; also: strong numbers were not always called active
tuberculosis growth = growth inhibition of non-replicating M. tuberculosis (AID 488890); one-dose inhibition, % at 25 µM; IC50 in µM for titrated hits; 320,000 compounds, 0.39% hits; Mycobacterium tuberculosis non-replicating, growth inhibition; higher % means a stronger effect; in the data active = a potency from the dose series; inconclusive = inhibition mostly from about 82% at the one dose, without a potency; inactive = the rest, 99 in 100 with inhibition below about 76%;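 also: plate controls were DMSO cells for no effect and high antibiotic wells for full effect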
Salmonella PhoP GFP = Inhibition of PhoP regulon, Salmonella typhi GFP reporter cells, confirmation, 4 h (AID 1850). inhibition, % at 50 µM, or IC50 in µM where a hit was titrated. Salmonella Typhi PhoP-promoter GFP reporter, fluorescence, 4 h; higher % means a stronger effect. 310,000 compounds, 0.33% hits; in the data active = a potency from the dose series; inconclusive = inhibition mostly from about 25% at the one dose, without a potency; inactive = the rest, 99 in 100 with inhibition below about 19%;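 also: 0% = induced wells with vehicle and 100% = uninduced wells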
H1N1 NS1A inhibition = H1N1 influenza NS1A inhibitors, functional cell based assay (AID 504329); 340,000 compounds, 0.3% hits; one-dose inhibition, % at 12.5 µM; IC50 in µM for titrated hits; NS1A functional cell-based assay, percent inhibition; higher % means a stronger effect; in the data active = a potency from the dose series; inconclusive = inhibition above about 27% without an active follow-up result; also: strong numbers were not always called active
M. tuberculosis HTS = M. tuberculosis growth inhibition, HTS (AID 449762). M. tuberculosis H37Rv growth inhibition, 7H9 media; higher % means a stronger effect. one-dose inhibition, % at 25 µM; IC50 in µM for titrated hits. 330,000 compounds, 0.59% hits; in the data active = a potency from the dose series; inconclusive = inhibition above about 70% without an active follow-up result;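 also: bacterial growth assessed after seven days of incubation; strong numbers were not always called active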
inhibitors of VEEV 10K pilot screen = recorded beside inhibitors of VEEV, whose call it bears; inhibition, %; measured here: 10K pilot screen inhibition
* hit, by the source's call; i = inactive; u = inconclusive; x = no result given.

The opening five records as a preview:
SMILES	inhibitors of VEEV	tuberculosis growth	Salmonella PhoP GFP	H1N1 NS1A inhibition	M. tuberculosis HTS	others
O=C(COC(=O)c1cc([N+](=O)[O-])ccc1N1CCOCC1)NCCc1ccccc1	8.3%	4%	-5%	-9%	-19%
CCn1c(=O)c(C(=O)CN2CCN(S(=O)(=O)c3ccccc3)CC2)c(N)n(Cc2ccccc2)c1=O	5.5%	23%	0%	-1%	5%
COc1ccc(OCCSc2nc3ccccc3n2CCC(=O)O)cc1	0.8%	-14%	6%	3%	2%
CC(C)(C)c1ccc(COc2ccsc2C(=O)O)cc1	1.4%	36%	-5%	3%	3%
O=C(COc1ccc(Cl)cc1)N(Cc1cccs1)C1CCS(=O)(=O)C1 (stereo not given)	3.6%	1%	3%	0%	-3%

Results, from the first entry:
SMILES	inhibitors of VEEV	tuberculosis growth	Salmonella PhoP GFP	H1N1 NS1A inhibition	M. tuberculosis HTS	others
O=C(COC(=O)c1cc([N+](=O)[O-])ccc1N1CCOCC1)NCCc1ccccc1	8.3%	4%	-5%	-9%	-19%
CCn1c(=O)c(C(=O)CN2CCN(S(=O)(=O)c3ccccc3)CC2)c(N)n(Cc2ccccc2)c1=O	5.5%	23%	0%	-1%	5%
COc1ccc(OCCSc2nc3ccccc3n2CCC(=O)O)cc1	0.8%	-14%	6%	3%	2%
CC(C)(C)c1ccc(COc2ccsc2C(=O)O)cc1	1.4%	36%	-5%	3%	3%
O=C(COc1ccc(Cl)cc1)N(Cc1cccs1)C1CCS(=O)(=O)C1 (stereo not given)	3.6%	1%	3%	0%	-3%
O=C(C[n+]1ccccc1)N/N=C/c1cc(Br)ccc1O	0.0%	69%	13%	3µM*	2%
Cc1nnsc1C(=O)N1CCCC(C(=O)c2ccc(C(F)(F)F)cc2)C1 (stereo not given)	1.0%	2%	-9%	-6%	-5%
CCCN(CCC)C1Sc2ccc(C(=O)OC)cc2NC1=O (stereo not given)	0.2%	1%	0%	-3%	-10%
COC(=O)CSc1nnc(-c2c[nH]c3ccccc23)o1	1.6%	u	4%	-3%	u
O=C(Nc1ccc(F)cc1F)Nc1sccc1-c1nc2ccccc2s1	2.6%	11%	6%	1%	9%
O=C1NC(=O)C(CC(=O)N(Cc2ccco2)C2(C(=O)NC3CCCC3)CCCCC2)N1 (stereo not given)	i	-3%	-5%	2%	-3%
CCOC(=O)CNc1ccc(C(=O)OCC)cc1[N+](=O)[O-]	0.5%	i	-3%	21%	8.4µM*
CC(=O)Nc1ccc(S(=O)(=O)NCCC(=O)NCC2COc3ccccc3O2)cc1 (stereo not given)	0.6%	-6%	-7%	11%	-6%
COc1cccc(-n2cc(C(=O)NC(C)C)c3ccccc3c2=O)c1	0.8%	-6%	4%	-4%	-2%
COc1cc2c(cc1OC)C(c1cccc([N+](=O)[O-])c1)N(C(=O)CCC(=O)O)CC2 (stereo not given)	1.3%	-2%	2%	6%	1%
O=C(NCc1ccccc1)C(=O)Nc1nc(C23CC4CC(CC(C4)C2)C3)cs1	0.9%	32%	-5%	8%	1%
COC(=O)C1SCC2C(=O)N(Cc3cccc(C)c3)CC(=O)N21 (stereo not given)	0.3%	-4%	0%	2%	2%
COc1cc2c(C(=O)NCCCOC(C)C)cn(CC(C)C)c(=O)c2cc1OC	1.2%	-2%	4%	7%	-6%
Cc1c(C(C)CCCO)oc(=O)c2c1Oc1c(C)c(C(C)C[C@H](C)O)oc(=O)c1C2 (stereo not given in full)	i	-9%	x	10%	-14%
CNc1c(NS(=O)(=O)c2ccc(CC(C)C)cc2)c(=O)oc2ccccc12	0.4%	3%	-2%	6%	-2%
O=C(CC1(O)C(=O)Nc2ccccc21)c1cccc(Br)c1 (stereo not given)	0.9%	9%	2%	-2%	3%
Cc1ccc(-c2c(C#N)c(N)nc3c2CCCCC3)o1	1.2%	21%	-10%	0%	4%
COC(=O)c1ccc(OCC2NCCc3cc(OC)c(OC)cc32)cc1 (stereo not given)	0.8%	5%	-1%	-1%	3%
NC(=O)CCC(C(=O)O)N1C(=O)c2ccc(O)cc2C1=O (stereo not given)	0.4%	1%	-9%	2%	-7%
O=C(CSC1c2ccccc2-c2ccccc21)N/N=C/c1ccccc1	2.6%	25%	-3%	-3%	2%

Remaining list, next part:
SMILES	inhibitors of VEEV	tuberculosis growth	Salmonella PhoP GFP	H1N1 NS1A inhibition	M. tuberculosis HTS	others
O=C1CCCC(=O)N1c1ccc(N2CCOCC2)c([N+](=O)[O-])c1	0.0%	5%	25%	2%	13%
COc1ccc(-c2ccc(C#N)c(SCC(=O)OCc3ccccc3)n2)cc1OC	8.6%	u	-6%	-7%	20µM*
C/C(=N\NC(=O)COc1ccccc1-c1ccccc1)c1ccc(O)cc1O	8.2%	14%	10%	-5%	-8%
CCC(C)(C)n1nnnc1C(c1cccs1)N1CCN(c2nc3ccccc3s2)CC1 (stereo not given)	i	41%	-2%	10%	4%
COc1cccc(CC(=O)Nc2nc(-c3cccnc3)cs2)c1	0.9%	65%	-9%	5%	-2%
CCC1=Nc2cc(C(=O)NCCN3CCCC3)ccc2Sc2ccccc21	i	23%	-32%	9%	2%
CC1CN(C(=O)COC(=O)CSc2ccc([N+](=O)[O-])cc2)CC(C)O1 (stereo not given)	1.2%	x	x	-5%	x
CC(=O)Oc1ccc(N2C(=O)CCC2=O)cc1	0.0%	-19%	-3%	3%	-10%
O=C(c1ccco1)N1CCN(C(=O)N2c3ccccc3Sc3ccccc32)CC1	10%	40%	2%	-3%	2%
COc1cccc(CNC(=O)C2CC(=O)N(C3CCCCC3)C2)c1 (stereo not given)	2.2%	-1%	-4%	9%	0%
Cc1ccc(C(=O)NCC(=O)Nc2cccc(S(=O)(=O)NC3=NCCCCC3)c2)cc1C	8.2%	2%	4%	-4%	-5%
O=C(Nc1ccccc1)c1ccccc1NC(=O)c1ccccc1[N+](=O)[O-]	i	51%	-5%	1%	10%
Cc1onc(-c2ccccc2)c1C(=O)N1CCN(c2ccccc2F)CC1	1.4%	7%	11%	-4%	-4%
CCCCNC(=O)Nc1cc(C(F)(F)F)c[nH]c1=O	i	-4%	12%	9%	-7%
CCn1c2ccccc2c2cc(NC(=O)COc3ccccc3)ccc21	1.9%	28%	-4%	4%	-1%
N=c1oc2ccccc2cc1-c1nc(-c2ccccc2)cs1	1.7%	25%	0%	-11%	-9%
CCC(=O)N1N=C2C3CCN(CC3)C2C1c1ccc(C)cc1 (stereo not given)	11%	-4%	-2%	0%	-7%
CC(NC(=O)COc1ncnc2cc([N+](=O)[O-])ccc12)c1ccccc1 (stereo not given)	0.7%	4%	-2%	-5%	6%
CCC(=O)N1N=C(c2ccccc2)CC1c1ccccc1 (stereo not given)	0.1%	-4%	3%	4%	6%
CC1(c2ccc(OC(F)F)cc2)NC(=O)N(CC(=O)Nc2ccc(F)cc2)C1=O (stereo not given)	i	5%	1%	4%	18%
O=C(C(Cc1ccccc1)n1cccc1)N1CCN(C2CCCCC2)CC1 (stereo not given)	0.8%	67%	13%	6%	-7%
COc1ccccc1CNC(=O)C1CCN(C(=O)N(C)C)CC1	2.0%	-6%	1%	1%	-10%	inhibitors of VEEV 10K pilot screen=1.5
O=C(Nc1ccccc1)c1nnsc1S(=O)c1ccc(Cl)cc1 (stereo not given)	i	0.34µM*	14%	10%	u
O=C(CN1C(=O)NC2(CCCCC2)C1=O)Nc1cccc(Cl)c1Cl	2.8%	-19%	x	-19%	-11%
COc1cc(NC2c3ccccc3C(=O)N2Cc2ccc3c(c2)OCO3)cc(OC)c1OC (stereo not given)	10%	20%	-4%	-2%	2%

By substructure, the entries above with bromine
SMILES	inhibitors of VEEV	tuberculosis growth	Salmonella PhoP GFP	H1N1 NS1A inhibition	M. tuberculosis HTS	others
O=C(C[n+]1ccccc1)N/N=C/c1cc(Br)ccc1O	0.0%	69%	13%	3µM*	2%
O=C(CC1(O)C(=O)Nc2ccccc21)c1cccc(Br)c1 (stereo not given)	0.9%	9%	2%	-2%	3%

Entries from the list above with a CF3 group (two):
SMILES	inhibitors of VEEV	tuberculosis growth	Salmonella PhoP GFP	H1N1 NS1A inhibition	M. tuberculosis HTS	others
Cc1nnsc1C(=O)N1CCCC(C(=O)c2ccc(C(F)(F)F)cc2)C1 (stereo not given)	1.0%	2%	-9%	-6%	-5%
CCCCNC(=O)Nc1cc(C(F)(F)F)c[nH]c1=O	i	-4%	12%	9%	-7%

Other entries:
SMILES	inhibitors of VEEV	tuberculosis growth	Salmonella PhoP GFP	H1N1 NS1A inhibition	M. tuberculosis HTS	others
CCOc1ccc(CNC(=O)CCC(=O)N2Cc3cccc(OC)c3Oc3ncccc32)cc1	1.1%	6%	-1%	4%	3%
COc1ccc(OCCCCN(C)Cc2ccccc2)cc1	i	59%	-7%	-3%	14%
COC(=O)C(NS(C)(=O)=O)(c1c(C)[nH]c2ccccc12)C(F)(F)F (stereo not given)	6.8%	4%	-4%	0%	-9%
CCOC(=O)c1sc(NC(=O)c2cc3n(n2)C(C(F)(F)F)CC(c2cccs2)N3)c(C(=O)OCC)c1C (stereo not given)	8.7%	-13%	-5%	0%	u
COc1ccc(C(=O)Nc2nccs2)cc1	0.4%	10%	-1%	-12%	3%
O=C(N[C@@H](Cc1ccccc1)C(=O)OCc1ccccc1)c1nc[nH]c1C(=O)NC(c1ccccc1)c1ccccc1	8.4%	2%	-3%	-7%	-2%
CSc1nc2[nH]c3c(c2c2nncn12)CC(C)(C)OC3	0.9%	-1%	-4%	-7%	-11%
O=C(NCc1ccccc1)c1cc(-n2cnnc2)ccc1Cl	0.5%	-1%	0%	-5%	-4%
CN(C)C1(CNC(=O)C2CCN(S(=O)(=O)c3cc(Cl)ccc3Cl)CC2)CCCCC1	i	9%	20%	-9%	-6%
O=C(NC(CSCc1ccccc1)C(=O)N/N=C/c1ccc(O)cc1O)c1ccc([N+](=O)[O-])cc1 (stereo not given)	2.3%	8%	5%	29%	8%
CC(=O)Cc1nsc(NC(=O)c2ccc(-c3cc(C(F)(F)F)ccc3Cl)o2)n1	4.3%	-7%	-3%	39%	-3%
C/C(Cl)=C/Cn1c(=O)c2c(nc(Br)n2Cc2ccccc2)n(C)c1=O	0.8%	1%	-3%	1%	7%
Cc1cccc(NC(=O)CCc2nc3sc4c(c3c(=O)[nH]2)CCCC4)n1	11%	38%	-3%	8%	u
CCC1CN(C(=O)N2CCC(C(=O)NCc3ccc(C)o3)CC2)c2cc(C)ccc2O1 (stereo not given)	2.8%	-4%	0%	5%	-6%
COc1ccc(C(C(=O)NC(C)(C)C)N(C(=O)CNC(=O)c2cccs2)c2ccc(NC(C)=O)cc2)cc1OC (stereo not given)	1.4%	-3%	-3%	2%	-6%
COc1cccc(N(Cc2nnc3n2CCCCC3)C(=O)Nc2ccccc2F)c1	1.2%	12%	-18%	-2%	7%
Cc1ccc(C(=O)N2CC(C)OC(C)C2)c(Cl)c1 (stereo not given)	0.9%	-9%	-2%	1%	-13%
Cc1ccnc(NC(=O)COc2c(C)cc(C)cc2[N+](=O)[O-])c1	1.3%	26%	13%	-11%	-3%
O=S(=O)(c1ccc(F)c(F)c1F)N1CCN(C(=S)NC2CC3CCC2C3)CC1 (stereo not given)	i	4%	3%	-7%	-4%
CC(=O)Nc1ccc(-n2c(C)c(C(C)=O)c(C(C)=O)c2C)cc1	0.4%	6%	-4%	-4%	-2%
COc1ccc(N(Cc2cc3ccc(C)cc3[nH]c2=O)C(=O)C2CCCO2)cc1 (stereo not given)	0.7%	1%	-6%	-3%	-5%
CN1CCN(CCCNC(=O)c2ccc(/C=C3\Oc4ccccc4N(Cc4ccc(Cl)cc4)C3=O)cc2)CC1	i	u	14%	-22%	u
CCCCCC(=O)NNC1=NCC(Cc2cccc(Cl)c2)S1 (stereo not given)	i	56%	-6%	-4%	u
C=CCC[C@H](Cc1ccc(F)cc1)C(=O)OC[C@H]1CCCN1C(=O)[C@@H](CC=C)CC(=O)NCCO	i	12%	x	15%	3%
Cc1ccc(CN2C(=O)C(C)Nc3ncnc(N4CCN(c5ccccn5)CC4)c32)cc1 (stereo not given)	8.3%	32%	-22%	5%	25%
O=C(/C=C/c1ccccc1)N/C(=C/c1ccccc1)C(=O)NCCO	2.3%	-6%	-2%	0%	-12%
CCCCCCCCN1N=N[C@H]2[C@H]1[C@@H]1C[C@H]2N(C(=O)OC(C)(C)C)O1	0.1%	x	x	13%	x
COc1ccc(CNC(=O)Cn2cnc3c(=O)n(C)c(=O)n(C)c32)cc1	i	-12%	10%	2%	1%
NS(=O)(=O)c1ccc(N=Nc2ccc(=O)[nH]c2O)cc1	2.5%	2%	-16%	6%	2%
COc1ccc(NC(=O)CCc2nnc3ccc(NCc4ccco4)nn23)cc1	4.3%	-11%	1%	-2%	0%
